Screening data from PubChem BioAssay.
AGP1 TOR yeast: modulators of AGP1-GFP expression in yeast TOR pathway, primary screen, cell-based, multiplex flow cytometry, S. cerevisiae, MLPCN library. 3 h; GFP as percent of DMSO wells. GFP response vs DMSO, % at 10 µM. 320,000 compounds, 0.02% hits. AID 2066, 2009;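 active = GFP response relative to DMSO above a set limit, near screen average plus 3 SD, cut at about 150% in these data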;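 note: median GFP channel fluorescence of the gated AGP1 strain per well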
CIT2-GFP yeast: modulators of CIT2-GFP expression in yeast, primary screen, S. cerevisiae, GFP fusion, multiplex flow cytometry, MLPCN library. S. cerevisiae CIT2-GFP strain, 3 h; 100 means same as DMSO wells. GFP response vs DMSO, % at 10 µM. 320,000 compounds, 0.065% hits;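 active = GFP response relative to DMSO above a set limit, near the screen mean plus 3 SD, cut at about 150% in these data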;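 note: ratio of well median GFP fluorescence to mean of DMSO wells on the plate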
GRK2 aptamer HTS: compounds blocking aptamer binding on GRK2 – biochemical, human GRK2, bead flow cytometry, HTS, primary screen; FAM-aptamer displacement from GRK2; 330,000 compounds, 0.59% hits; AID 488847, 2010; inhibition of aptamer binding, % at 10 µM; Beta-adrenergic receptor kinase 1 (Homo sapiens), P25098;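 active = inhibition of aptamer binding above 40%, roughly 3 SD of noise, on plates passing a quality check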;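 note: median bead fluorescence of bound FAM aptamer so fluorescent compounds give negative values; no value below 0 was filed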
Fam108B inh: mouse Fam108B serine hydrolase inhibitors, primary screen, counter-screen for RBBP9 inhibitor project, biochemical, fluorescence polarization; recombinant Fam108B, FP-Rh probe fluorescence polarization; inhibition, % at 9.51 µM; 300,000 compounds, 0.33% hits; AID 1947, 2009;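 active = inhibition above the screen mean inhibition plus 3 SD, computed separately per campaign, cut at about 18% in these data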;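 note: inhibitors lower polarization as less probe binds the enzyme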
MCL1 BIM primary: inhibitors of MCL1 binding to BIM-BH3, primary screen, biochemical, fluorescence polarization | Induced myeloid leukemia cell differentiation protein Mcl-1 (Homo sapiens), Q07820 | AID 2057, 2009 | inhibition, % at 10.9 µM | GST-MCL1 / FITC-Bim-BH3 fluorescence polarization | 320,000 compounds, 0.68% hits;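 active = inhibition above the mean inhibition of all tested compounds plus 3 SD, set per campaign, cut at about 40% in these data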;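 note: 0% = DMSO wells and 100% = unlabeled Bim-BH3 peptide control; higher means more loss of mP so more displacement of Bim peptide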
MEX-5 binding: MEX-5 zinc finger RNA-binding disruptors – biochemical, C. elegans, fluorescence polarization, MLPCN library, primary screen. MEX-5/FITC-TCR2 RNA binding; hits give low values. activity score (negative = inhibition of binding), % at 10 µM. 300,000 compounds, 0.38% hits. AID 1832, 2009;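 active = inhibition past about -25% in most replicates, and total fluorescence under double the plate's negative control median, limit read from the data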;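 note: 0% = DMSO and -100% = 5 µM competing unlabeled TCR2 RNA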
VLA-4 inh: inhibition in human VLA-4 binding assay, primary screen, VLA-4 allosteric modulator project, MLPCN library, flow cytometry, VLA-4 expressing cells; Integrin alpha-4 (Homo sapiens), P13612; ligand binding flow cytometry; inhibition, % (about 7 µM as worked out from the volumes in the protocol); 330,000 compounds, 0.2% hits; in the data active = inhibition above about 50%
GLD-1 RNA inh: GLD-1/TGE RNA complex disruptors, primary screen, biochemical, fluorescence polarization | 320,000 compounds, 0.44% hits | Female germline-specific tumor suppressor gld-1 (Caenorhabditis elegans), Q17339 | inhibition, % at 5.96 µM | purified GLD-1 + fluorescein TGE RNA;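 active = percent inhibition above a per-plate cutoff, the plate mean of test compounds plus 3 SD, cut at about 30% in these data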;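 note: 0% = DMSO wells with GLD-1 and probe and 100% = wells lacking GLD-1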
Target sequence (Q17339 whole entry, looked up): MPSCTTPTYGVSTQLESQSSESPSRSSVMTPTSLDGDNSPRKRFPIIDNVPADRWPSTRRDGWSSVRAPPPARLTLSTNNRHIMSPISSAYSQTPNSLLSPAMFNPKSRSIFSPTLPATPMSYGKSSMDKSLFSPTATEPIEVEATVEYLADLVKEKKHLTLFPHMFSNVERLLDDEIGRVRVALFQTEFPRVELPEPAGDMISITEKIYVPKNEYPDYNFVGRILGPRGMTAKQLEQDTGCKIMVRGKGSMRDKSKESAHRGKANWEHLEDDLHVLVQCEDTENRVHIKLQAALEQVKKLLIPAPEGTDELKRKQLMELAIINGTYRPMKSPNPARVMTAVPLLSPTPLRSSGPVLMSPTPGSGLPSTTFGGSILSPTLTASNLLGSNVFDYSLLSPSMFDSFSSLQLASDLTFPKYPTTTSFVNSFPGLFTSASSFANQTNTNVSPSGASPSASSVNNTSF
BCLXL inh: inhibitors of human Bcl-xL, primary screen, biochemical, fluorescence polarization, HTS. Bcl-2-like protein 1 (Homo sapiens), Q07817. GST-Bcl-xL / FITC-Bim BH3 peptide fluorescence polarization. inhibition, % at 10.9 µM. 320,000 compounds, 0.7% hits. AID 2129, 2009;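 active = inhibition above the mean of all tested compounds plus 3 SD, cutoff set per campaign, cut at about 30% in these data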;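 note: 0% = DMSO wells and 100% = unlabeled Bim-BH3 peptide competitor; inhibitors lower millipolarization by displacing the labeled peptide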
Target sequence (Q07817 whole entry, looked up): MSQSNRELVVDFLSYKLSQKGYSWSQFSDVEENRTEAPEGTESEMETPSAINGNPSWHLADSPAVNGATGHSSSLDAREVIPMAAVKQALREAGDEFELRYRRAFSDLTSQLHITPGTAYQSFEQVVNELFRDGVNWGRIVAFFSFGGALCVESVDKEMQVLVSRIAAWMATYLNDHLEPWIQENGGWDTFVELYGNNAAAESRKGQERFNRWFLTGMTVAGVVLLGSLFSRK
The depositor's hits bear a star; nt = not tested or not shown; [ ] = dose if it differs, or a comment. Not a hit list. About 2.2% of those tested had a hit in this group.

#1 CCOc1ccccc1CN1C(=O)NC2(CCCCCC2)C1=O
#2 CCOc1ccc(OCCC(=O)OC(C)C(=O)Nc2ccc(C(C)=O)cc2)cc1 (centres undefined)
#3 CC(=O)Nc1ccc(S(=O)(=O)NC(C)c2nc(-c3ccccc3)no2)cc1 (centres undefined)
#4 CC(Oc1cc2oc(=O)c3c(c2cc1Cl)CCC3)C(=O)N1C[C@H]2C[C@@H](C1)c1cccc(=O)n1C2 (some centres undefined)
#5 CC(C)c1ccc(Nc2nnc(SCC(=O)NCC3CCCO3)s2)cc1 (centres undefined)
#6 FC(F)(F)c1nc(Oc2ccccc2)c2ccccc2n1
#7 COc1ccc(C(C(=O)Nc2ccc(C(C)C)cc2)N(C)C(=O)c2ccc(=O)[nH]c2)cc1 (centres undefined)
#8 O=C(Nc1ccon1)c1sc2cc(Cl)ccc2c1Cl
assay / compound	1	2	3	4	5	6	7	8
AGP1 TOR yeast	88	97[may fluoresce green]	103	109	101	102	107	112
CIT2-GFP yeast	82	121[may fluoresce green]	110	112	116	110	106	147
GRK2 aptamer HTS	0	3	0	0	0	0	2	13
Fam108B inh	7	2	-1	3	nt	-12	7	-4
MCL1 BIM primary	-4	9	0	8	nt	4	0	-7
MEX-5 binding	-0.9	0.8	0.3	0.5	nt	0.3	-0.7	1.3
VLA-4 inh	2	-10	6	0	6	16	0	22
GLD-1 RNA inh	0	6	8	4	4	2	-4	-4
BCLXL inh	0	-1	-1	-1	nt	9	3	-1

Pulled by structure from the entries so far:
#5 CC(C)c1ccc(Nc2nnc(SCC(=O)NCC3CCCO3)s2)cc1 (centres undefined)
#6 FC(F)(F)c1nc(Oc2ccccc2)c2ccccc2n1
assay / compound	5	6
AGP1 TOR yeast	101	102
CIT2-GFP yeast	116	110
GRK2 aptamer HTS	0	0
Fam108B inh	nt	-12
MCL1 BIM primary	nt	4
MEX-5 binding	nt	0.3
VLA-4 inh	6	16
GLD-1 RNA inh	4	2
BCLXL inh	nt	9

One compound at a time, from the list above. Screens in order: AGP1 TOR yeast	CIT2-GFP yeast	GRK2 aptamer HTS	Fam108B inh	MCL1 BIM primary	MEX-5 binding	VLA-4 inh	GLD-1 RNA inh	BCLXL inh
CC(C)c1ccc(Nc2nnc(SCC(=O)NCC3CCCO3)s2)cc1 (centres undefined) across the screens: 101	116	0	nt	nt	nt	6	4	nt
CCOc1ccccc1CN1C(=O)NC2(CCCCCC2)C1=O across the screens: 88	82	0	7	-4	-0.9	2	0	0
CC(Oc1cc2oc(=O)c3c(c2cc1Cl)CCC3)C(=O)N1C[C@H]2C[C@@H](C1)c1cccc(=O)n1C2 (some centres undefined) across the screens: 109	112	0	3	8	0.5	0	4	-1

The results go on.
#9 CCc1ccc(Nc2n[n+](C)c(-c3ccncc3)s2)cc1
#10 CCn1c(SCC(=O)Nc2ccc3c(c2)OCO3)nnc1-c1ccccc1O
#11 CCCCOc1ccc(NC(=O)Cn2c(=O)ccc3c(C)cc(C)nc32)cc1
#12 CN(C)C/C(Cl)=C(\Cl)c1ccccc1
#13 CC(C)c1c(C(=O)N/N=C/c2cccc(OCc3ccccc3)c2)nnn1-c1nonc1N
#14 CCc1ccccc1NC(=O)c1cc(S(=O)(=O)N2CCc3ccccc32)cn1C
#15 O=C1c2ccccc2S(=O)(=O)c2cc(N3CCc4ccccc4C3)ccc21
#16 Cc1cc(Cl)ccc1NC(=O)CN1CCN(C(=O)c2ccco2)CC1
assay / compound	9	10	11	12	13	14	15	16
AGP1 TOR yeast	72	99	102	103	105	109	83	107
CIT2-GFP yeast	67	96	108	102	107	103	84	111
GRK2 aptamer HTS	4	0	0	2	0	0	3	0
Fam108B inh	3	3	0	-1	-40	-5	2	1
MCL1 BIM primary	2	1	-2	4	3	-4	27	8
MEX-5 binding	-1.3	-1.2	-3.1	-1.3	2.3	0.3	-18	-0.1
VLA-4 inh	0	9	0	-4	2	-6	-41	-2
GLD-1 RNA inh	1	7	-5	7	7	2	20	3
BCLXL inh	-2	-2	4	4	0	2	39*	4

#17 COc1ccc(CCNC(=O)COc2ncnc3ccccc23)cc1
#18 COC(=O)C1CC23C=CCN4CCC5(c6ccccc6NC15C2C)C43 (centres undefined)
#19 CCCN(CCC)CCCNC(=O)C1CCC(CNS(=O)(=O)c2cccc3nsnc23)CC1 (centres undefined)
#20 O=C(OCc1nc2ccccc2s1)C1CCN(C2=NS(=O)(=O)c3ccccc32)CC1
#21 CC1C(=O)Nc2ccccc2N1C(=O)c1ccc(Cl)c(Cl)c1 (centres undefined)
#22 CC(=O)N1CCc2c(sc(NC(=O)CCS(=O)(=O)c3ccccc3)c2C(N)=O)C1
#23 Cc1nnc2sc(SCc3ccc(Cl)cc3)nn2c1=O
#24 CC(C)N1CCC2(CC1)C(C#N)=C(N)NC(S)=C2C#N
assay / compound	17	18	19	20	21	22	23	24
AGP1 TOR yeast	96	100	106	99	106	99	97	102
CIT2-GFP yeast	94	101	106	101	103	100	97	107
GRK2 aptamer HTS	0	0	0	0	0	0	1	58*
Fam108B inh	4	3	-2	3	0	5	-1	-7
MCL1 BIM primary	-6	6	1	-8	9	17	13	-48
MEX-5 binding	1.7	0.8	0.2	-4.4	1.4	-11	0.1	2.7
VLA-4 inh	3	26	-2	-8	12	-13	0	-57
GLD-1 RNA inh	-3	-3	0	4	-1	26	-5	-88
BCLXL inh	1	6	1	-5	5	8	5	-23

#25 O=C(O)c1cc(Cl)c2ccccc2c1O
#26 N#CC(c1ccc(O)cc1)c1ncc(C(F)(F)F)cc1Cl (centres undefined)
#27 Fc1ccc(NC(=S)NCc2ccccc2)cc1
#28 O=C(c1ccc2nc(Cc3cccc(Cl)c3)oc2c1)N1CCC(O)CC1
#29 CSc1cccc(NC(=O)Nc2ccc(Cl)cc2)c1
#30 O=S(=O)(NC1CC1)c1ccc(S(=O)(=O)N2CCCC(c3nc(-c4cccnc4)no3)C2)cc1 (centres undefined)
#31 COc1cccc(NC(=O)CCc2nnc3ccc(NCc4ccco4)nn23)c1
#32 C=CC[C@@]12C=C(OC)C(=O)C(OC)=C1O[C@H](c1ccc3c(c1)OCO3)[C@H]2C
assay / compound	25	26	27	28	29	30	31	32
AGP1 TOR yeast	96	90	104	102	97	110	98	107
CIT2-GFP yeast	104	97	106	100	102	100	101	102
GRK2 aptamer HTS	2	0	0	0	0	0	0	0
Fam108B inh	7	5	-3	2	3	-19	6	2
MCL1 BIM primary	5	1	14	10	-6	-7	4	0
MEX-5 binding	-1.7	-0.4	2.2	-0.7	-0.2	-0.9	1.3	0.7
VLA-4 inh	6	-19	5	3	0	0	-3	10
GLD-1 RNA inh	2	5	9	1	2	-7	-7	4
BCLXL inh	2	4	9	2	4	-2	3	-5

#33 CCN(CC)CCOC(=O)c1ccc(NC(=O)CCCN2C(=O)/C(=C\c3cccs3)SC2=S)cc1
#34 NS(=O)(=O)c1cc(C(=O)OCC(=O)Nc2ccc(Cl)cc2[N+](=O)[O-])ccc1Cl
#35 Cc1nnc(NC(=O)c2ccc3c(c2)NC(=O)CS3)s1
#36 CCOC(=O)N1CCN(C(=O)CSc2nnc3[nH]c(=O)c(C)c(C)n23)CC1
#37 COc1ccc(N(CC(=O)Nc2ccccc2OC)S(=O)(=O)c2ccc(OC)c(OC)c2)cc1
#38 Cc1cc(C)cc(NS(=O)(=O)c2cc(C(=O)NCc3ccccn3)ccc2Cl)c1
#39 O=C(c1ccccc1F)N1CCN(S(=O)(=O)c2ccc3c(c2)OCCO3)CC1
#40 CC1CCOC2(O1)C(=O)Nc1ccccc12 (centres undefined)
assay / compound	33	34	35	36	37	38	39	40
AGP1 TOR yeast	111	107	115	107	96	92	79	104
CIT2-GFP yeast	145	99	100	99	99	89	77	99
GRK2 aptamer HTS	0	0	0	1	0	0	0	0
Fam108B inh	0	-1	nt	-3	1	-1	-2	0
MCL1 BIM primary	6	-5	-3	-3	3	-5	0	2
MEX-5 binding	-2.5	-2.0	nt	-3.1	-1.5	1.8	-1.9	0.8
VLA-4 inh	-17	52*	0	3	-2	8	-21	16
GLD-1 RNA inh	-8	3	-4	3	0	3	3	0
BCLXL inh	7	-3	-6	0	8	-1	4	6

#41 COc1ccc(N=C2SC(CC(=O)Nc3ccccc3)C(=O)N2CC2CCCO2)cc1 (centres undefined)
#42 O=C(NNS(=O)(=O)c1c(F)cc(F)c(Cl)c1F)C12CC3CC(CC(C3)C1)C2
#43 CC(=O)c1cccc(NC(=O)C(C)OC(=O)Cc2n[nH]c(=O)c3ccccc23)c1 (centres undefined)
#44 CCN(CC)S(=O)(=O)c1cccc(-c2n[nH]c(=S)n2/N=C/c2ccc(Br)cc2)c1
#45 O=C(NC1CCCCCC1)c1cc(S(=O)(=O)N2CCCCC2)ccc1N1CCOCC1
#46 COc1ccc(C(=O)O)cc1S(=O)(=O)N1CCN(c2ccccn2)CC1
#47 c1ccc(-c2nc(N3CCOCC3)sc2-c2ccccc2)cc1
#48 COc1cccc(NC(=O)CN(C)C(=O)c2cc(-c3cccc(Br)c3)nc3ccccc23)c1
assay / compound	41	42	43	44	45	46	47	48
AGP1 TOR yeast	87	116	98	103	99	100	79	103
CIT2-GFP yeast	92	107	110	102	99	112	90	78
GRK2 aptamer HTS	0	3	3	0	4	3	0	0
Fam108B inh	3	nt	2	3	-2	-1	3	-25
MCL1 BIM primary	4	nt	-6	-16	3	3	-1	-2
MEX-5 binding	0.6	nt	0.9	-0.2	2.9	1.4	-0.5	1.8
VLA-4 inh	-4	0	8	-7	-3	-1	-3	15
GLD-1 RNA inh	7	1	0	2	15	3	4	8
BCLXL inh	4	nt	-3	-25	9	1	4	0
